Compound activity as filed in PubChem BioAssay.
DT40 TDP1 no CPT = qHTS for Inhibitors of human tyrosyl-DNA phosphodiesterase 1 (TDP1): qHTS in cells in absence of CPT; Potency, µM (top dose mostly 46.2 µM), inactives show at the highest dose activity change, negative = growth inhibition, hits mostly inhibitors; hit rate 15% among 420,000; DT40 Tdp1-/- hTDP1 cells, no CPT, ATP luminescence, 48 h; note: nearly all actives have a fitted effect of over 55% in size
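Compound effects on proliferation are scored in DT40 Tdp1-/-;hTDP1 cells in the absence of CPT. ATP levels (CellTiter-Glo luminescence) are recorded after a ≥48 hr, 37 °C incubation.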
TDP1 inh = inhibitors of human tyrosyl-DNA phosphodiesterase TDP1; Q9NUW8; recombinant TDP1, AlphaScreen DNA substrate cleavage; hit rate 0.28% among 350,000; AID 485290; Potency, µM (series often up to 130 µM), for inactives: at the top dose activity change, negative = inhibition, most hits filed as inhibitors; note: nearly all actives have a fitted effect of over 40% in size
Target sequence (Q9NUW8 whole entry, looked up): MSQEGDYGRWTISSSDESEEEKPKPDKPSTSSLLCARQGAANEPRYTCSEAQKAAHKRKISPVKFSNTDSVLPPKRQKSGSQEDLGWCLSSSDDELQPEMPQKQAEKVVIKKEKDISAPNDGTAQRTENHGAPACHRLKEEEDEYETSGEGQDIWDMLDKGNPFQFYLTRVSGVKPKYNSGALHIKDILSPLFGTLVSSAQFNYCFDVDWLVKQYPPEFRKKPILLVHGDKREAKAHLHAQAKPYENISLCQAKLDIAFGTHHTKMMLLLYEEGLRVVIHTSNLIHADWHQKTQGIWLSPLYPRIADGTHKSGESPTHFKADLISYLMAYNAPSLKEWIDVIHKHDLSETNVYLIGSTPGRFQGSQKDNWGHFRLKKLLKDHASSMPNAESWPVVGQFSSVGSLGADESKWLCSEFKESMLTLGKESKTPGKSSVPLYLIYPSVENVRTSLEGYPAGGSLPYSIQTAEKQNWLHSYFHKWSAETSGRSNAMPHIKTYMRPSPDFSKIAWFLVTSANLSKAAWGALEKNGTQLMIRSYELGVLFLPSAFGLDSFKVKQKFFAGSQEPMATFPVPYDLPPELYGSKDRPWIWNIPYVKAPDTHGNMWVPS
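Here, a 5' biotin and 3' phosphotyrosine-FITC DNA oligonucleotide reports Tdp1 activity: intact substrate bridges AlphaScreen beads, while cleavage leaves a 3' phosphate and drops signal. All incubations at room temperature.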
DT40 TDP1 CPT = growth inhibition of DT40 Tdp1-/-;hTDP1 cells with camptothecin (screen for TDP1 inhibitors); chicken DT40 Tdp1-/-;hTDP1 cells + 20 nM CPT, ATP luminescence, 48 h; Potency, µM (doses to about 46.2 µM), inactives show at the highest dose activity change, negative = growth inhibition, usual class: inhibitors; hit rate 12% among 420,000; AID 686979; note: nearly all actives have a fitted effect of over 55% in size
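Cell growth measured by CellTiter-Glo luminescence after a minimum 48 h, 37 C compound exposure with 20 nM CPT in Tdp1-knockout DT40 cells stably expressing hTDP1, seeded 400/well; qHTS titration format.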
The depositor's hits bear a star; ? = inconclusive; . = no result given; & = joins results of further samples. Calls come from the whole dose curve; as a rule, active = well fitted curve in the direction sought with a large enough effect; inconclusive = small, poorly fitted or top-dose-only effect, or another doubt; inactive = no such curve, though single readings can be large; an effect the other way counts as inactive or inconclusive. % is set by controls: 0 for no effect and ±100 for the full control effect; potency is the fitted concentration of half-maximal effect. This is a random part of the collection; overall some 18% were active at least once.

Sample of the layout, 4 compounds:
Compound	DT40 TDP1 no CPT	TDP1 inh	DT40 TDP1 CPT
Cc1cc(C(=O)CN2C(=O)NC3(CCCCC3)C2=O)c(C)n1Cc1ccc2c(c1)OCO2	23µM*	8%	8.2µM*
CS(=O)(=O)N(CC(=O)N1CCc2ccccc2C1)Cc1ccccc1	-4%	6%	-6%
CCOc1ccc(C(=O)NCC(=O)Nc2ccncc2)cc1OCC	10%	-6%	-6%
Fc1ccc(CSc2ccc3nnc(-c4cccs4)n3n2)cc1	-5%	-3%	-1%

All compounds of this part, repeating the preview:
Compound	DT40 TDP1 no CPT	TDP1 inh	DT40 TDP1 CPT
Cc1cc(C(=O)CN2C(=O)NC3(CCCCC3)C2=O)c(C)n1Cc1ccc2c(c1)OCO2	23µM*	8%	8.2µM*
CS(=O)(=O)N(CC(=O)N1CCc2ccccc2C1)Cc1ccccc1	-4%	6%	-6%
CCOc1ccc(C(=O)NCC(=O)Nc2ccncc2)cc1OCC	10%	-6%	-6%
Fc1ccc(CSc2ccc3nnc(-c4cccs4)n3n2)cc1	-5%	-3%	-1%
CCOC(=O)N1CCN(C(=O)N2CCOCC2)CC1	-3%	5%	3%
O=C(NCCc1ccccc1)C1CCCN1C(=O)Nc1ccccc1 (stereo not given)	2%	7%	7%
CCOC(=O)c1c(NC(=O)COC(=O)Cn2c(C(F)(F)F)nc3ccccc32)sc(C)c1C	-5%	2%	-18%
COC(=O)Cc1nnc(SCC(=O)Nc2ccccc2)c2ccccc12	23µM*	2%	18µM*
CN(C(=O)C(C)(C)C)C1c2c(ccc3ccccc23)OCC1CO (stereo not given)	-21%	.	?
O=S(=O)(Nc1cccnc1)c1ccccc1	-4%	4%&1%	4%
O=C(NCc1cccc(Cl)c1)c1cccnc1	-11%	7%	-20%
O=C(CN1CCc2ccccc2C1)N1CCN(S(=O)(=O)c2ccccc2)CC1	-16%	3%	-20%
CCC(=O)N1CCc2cc(Br)cc(S(=O)(=O)N3CCCC(C(=O)NCc4ccc(OC)cc4)C3)c21 (stereo not given)	?	2%	?
CCCCNc1c(-c2cccc(Sc3ccc(OC)cc3)c2)nc2ccccn12	21µM*	6%	?
O=C(CSc1ccccc1F)NCCCN1CCCC1=O	0%	.	-19%
Cc1nn(C)cc1C1C2=C(CC(C)(C)CC2=O)OC2=C1C(=O)CC(C)(C)C2	-5%	-10%	-6%
COCCN(C(=O)COC(=O)/C=C/c1ccc(C)o1)c1c(N)n(Cc2ccccc2)c(=O)[nH]c1=O	-24%	4%	-7%
CCOc1ccccc1CNS(=O)(=O)c1cnc[nH]1	-26%	1%	0%
Cc1cnc(NC(=O)C(C)N2CCN(C)CC2)s1 (stereo not given)	-6%	-5%	-8%
CC1=CC=CN2CC(O)CN=C12 (stereo not given)	-18%	0%	10%
NNC(=O)c1ccc(-c2ccccc2F)cc1	-13%	9%	-17%
COc1nc(Oc2ccc(/C=N/O)cc2)nc(N(C)C)n1	-1%	0%	6%
CCc1cccc(C)c1NC(=O)COC(=O)c1cc([N+](=O)[O-])ccc1N1CCOCC1	-11%	.	-22%
Nc1cc2c(cc1Cl)-c1ccccc1C2=NO	?	.	?
CCOc1ccc(NC(=O)CS(=O)CC(=O)NC2CCCc3ccccc32)cc1 (stereo not given)	-9%	0%	0%
CCC(=O)N1CCN=C1SCc1ccc(Cl)cc1	-22%	-1%	-5%
O=C(Nc1cccnc1)C1CCCN1S(=O)(=O)c1ccc(Cl)c(Cl)c1 (stereo not given)	?	-2%	-25%
Cc1ccc(CNC(=O)c2cc3c(=O)n(Cc4ccco4)ccc3nc2C)cc1	?	7%	?
O=C1C=CC(=O)N1c1ccc(-c2nc3ccccc3o2)cc1	1.6µM*	.	1.8µM*
O=C(CCC(=O)OCc1cccc(C(=O)Oc2ccccc2)c1)Nc1cccc2ccccc12	-21%	3%	-27%
Cc1c(C(=O)N2CCOCC2)sc(NC(=O)c2ccc3c(c2)OCO3)c1C#N	-6%	.	-15%
O=C(NN1C(=O)/C(=C/C=C/c2ccccc2)SC1=S)c1ccncc1	-29%	0%	-9%
COc1ccc2[nH]c3nc(SCC(=O)Nc4ccc5c(c4)OCO5)nnc3c2c1	-22%	-5%	-12%
CCCN1CCN(S(=O)(=O)c2ccc3c(c2)NC(=O)C(C)C(=O)N3)CC1 (stereo not given)	?	.	-21%
O=C(COC(=O)c1cccc(S(=O)(=O)N2CCc3ccccc32)c1)Nc1ccc(Cl)cn1	6%	-3%	-2%
CCOc1ccc(NC(=O)Cn2cc(C(=O)c3ccc(C)c(C)c3)c(=O)c3cc(F)ccc32)cc1	?	-4%	-18%
CSc1cccc(NC(=O)C2CCCN(S(C)(=O)=O)C2)c1 (stereo not given)	-25%	.	-15%
CCOC(=O)c1cc2c(=O)n3ccccc3nc2n(C(C)C)c1=NC(=O)C(C)(C)Oc1ccc(Cl)cc1	-15%	6%	0%
COC(=O)c1ccc(NC(=O)CSc2nnc(C)n2CC2CCCO2)cc1 (stereo not given)	-3%	.	1%
CCCCOc1ccc(C(=O)NCC(=O)NCC(c2ccc(OC)cc2)N2CCCC2)cc1 (stereo not given)	-27%	.	-16%
Cc1cc(C(=O)Nc2cnn(Cc3ccc(Cl)cc3Cl)c2)no1	-24%	7%	-21%
Cc1c(CNC2CCCCC2)c(C(=O)O)c(C)n1Cc1cccc(Cl)c1	-25%	0%	-21%
COc1ccc(NC(=O)CCS(=O)(=O)c2ccccc2)c(OC)c1	-15%	5%	7%
O=C(CSc1nncs1)NC(=O)Nc1ccc2c(c1)OCCO2	-2%	3%	-20%
CC(C)C[C@@H](CN1CCCC1CN1C(=S)NC[C@@H]1Cc1ccccc1)N1C[C@H](Cc2ccc(O)cc2)N(CC2CCCCC2)C1=S (stereo not given in full)	18µM*	.	?
CC1(Cc2ccccc2C#N)C(=O)Nc2ccc(OC(F)(F)F)cc21 (stereo not given)	-28%	.	-29%
COc1ccc(NC(=O)CCN2CCN(S(=O)(=O)c3ccc(F)cc3)CC2)cc1	2%	0%	-18%
CCOC(=O)c1ccc(NC(=O)Cc2cccs2)cc1	?	1%	?
CCCN1CCN(CCNC(=O)Nc2ccc(OC)cc2OC)CC1	-25%	-7%	-16%
Cc1ccc(C(=O)NCCc2nnc3n2CCN(C(=O)c2ccnc(Cl)c2)CC3)cc1	1%	.	13%
Cc1ccc(-c2cnn(-c3cccc(C(F)(F)F)c3)c2N)cc1	-25%	4%	?
Cc1ccc(C2CC(c3ccccc3OC(F)F)Nc3ncnn32)cc1 (stereo not given)	?	1%	-27%
COc1ccc(NC(=O)CCNC(=O)c2ccccc2)cc1S(N)(=O)=O	-8%	.	-14%
O=C(Nc1ccccc1N1CCCCC1)c1cc(S(=O)(=O)N2CCOCC2)ccc1F	?	2%	?
COc1ccc(C(=O)N2CCN(c3nc4cc(C)cc(C)c4cc3C#N)CC2)cc1	18µM*	.	?
O=c1c2ccccc2oc2nc(-c3ccco3)n(Cc3ccccc3)c(=O)c12	21µM*	4%	?

Further records:
Compound	DT40 TDP1 no CPT	TDP1 inh	DT40 TDP1 CPT
COc1ccc(CCNc2ccc(C(CC(N)=O)NC(=O)c3ccc(Br)cc3)cc2[N+](=O)[O-])cc1 (stereo not given)	16µM*	4%	23µM*
Cc1cc(O)ccc1NC(=O)CCN1C(=O)c2ccc([N+](=O)[O-])cc2C1=O	-9%	-1%	-16%
COc1ccc(-c2noc(CN3CCCCC3)n2)cc1OC	-14%	5%	-7%
Cc1ccc(CSc2nc(-c3cccs3)ccc2C#N)cc1	-22%	-15%	-28%
O=C(Nc1cc(-c2nc3cc(Cl)ccc3o2)ccc1Cl)c1cc([N+](=O)[O-])ccc1N1CCOCC1	-8%	-2%	5%
Cc1ccc(CNC(=O)c2cn(C)c3ccc(S(=O)(=O)N4CCC(C)CC4)cc3c2=O)cc1	?	0%	-28%
Cc1c(C(=O)N(Cc2cccc(Br)c2)C2CCS(=O)(=O)C2)oc2ccccc12 (stereo not given)	21µM*	3%	?
CC(Oc1cccc(Cl)c1)C(=O)N(C)CC(=O)Nc1ccc(N2CCOCC2)cc1 (stereo not given)	16µM*	5%	13µM*
CCCCN(CCCC)C(=O)C1(P(=O)(c2ccccc2)c2ccccc2)CCC1	?	.	?
Cc1ccc(C(OCC(O)CNCc2ccc(F)cc2)c2ccccc2)cc1 (stereo not given)	16µM*	.	15µM*
O=C(Cn1c2c(c(=O)n3ncnc13)CCC2)N/N=C/c1ccc(Cl)cc1	-14%	.	-11%
CCOc1cc2[nH]c(=O)n(CCCC(=O)NCc3ccco3)c(=O)c2cc1OCC	-17%	5%	-22%
S=c1[nH]cnc2sc(-c3ccccc3)cc12	?	0%	-20%
CCNC(=O)N1CCC(c2nc3ccccc3s2)CC1	?	.	-12%
Cc1ccc2nc(N3CC(=O)Nc4ccccc43)nc(-c3ccccc3)c2c1	?	3%	?
CCc1ccccc1NS(=O)(=O)c1ccc2[nH]cc(C(=O)N3CCCCC3)c(=O)c2c1	-10%	.	-9%
CCCn1nnnc1NCc1c(Cl)cccc1Cl	12%	-1%	-2%
Cc1ccc(S(=O)(=O)N(C)c2ccc(OCC(=O)Nc3ccc(S(C)(=O)=O)cc3)cc2)cc1	16µM*	.	18µM*
COC(=O)c1nn(-c2ccccc2)c(Sc2ccc(C)cc2)c1/C=N/O	?	3%	-26%
CN(c1ccc(C(=O)N2CCOCC2)cc1)S(=O)(=O)c1ccc(Cl)cc1	?	2%	-21%
Cc1cccnc1NC(=O)CCNS(=O)(=O)c1ccc2c(c1)c(=O)n(C)c(=O)n2C	-14%	3%	2%
C=CCN(CC=C)Cc1c(O)ccc2c(=O)c(-c3ccccc3)coc12	?	3%	?
OCC[C@H]1C[C@H](O)[C@@H](O)[C@]2(Cc3ccccc3O2)O1	-10%	.	-5%
COc1cc(S(=O)(=O)N2CCOCC2)ccc1NC(=O)CN1c2cccc3cccc(c23)S1(=O)=O	-10%	0%	18%
COc1cc(C(=O)N2CCC(NC(=O)C(Cc3ccc(C)cc3)NC(C)=O)CC2)cc(OC)c1OC (stereo not given)	-1%	5%	6%
CCn1cnc2c1c(=O)n(CC(=O)Nc1ccc(C(N)=O)cc1)c(=O)n2Cc1ccccc1	-13%	.	-3%
Cc1ccc(C(=O)NCCCNC(=O)COc2ccccc2Cl)cn1	-14%	.	3%
CCOc1ccc(-n2c(C)c(C(C)=O)c3cc(O)ccc32)cc1	?	.	?
COc1cccc(-c2cccc3c2NC(=O)C3(C)Cc2cccc(F)c2)c1 (stereo not given)	21µM*	.	?
CC1CCN(S(=O)(=O)c2ccc3c(c2)N(CC(=O)N(C)Cc2ccccc2)C(=O)CO3)CC1	21µM*	5%	?
COc1ccc2c(c1)c1nnc(SCC(=O)N3C(C)CCCC3C)nc1n2C (stereo not given)	?	0%	?
Nc1ccc(Nc2ccccc2)c(S(=O)(=O)O)c1	0%	56µM*	-1%
CCCNC(=O)c1ccc(N2CCC3(CC2)CC(c2cccc(Br)c2)=NO3)c([N+](=O)[O-])c1	8.2µM*	.	6.5µM*
CC(C)Cc1c(O)nc(SCC(=O)N2CCCCCC2)[nH]c1=O	-12%	.	8%
O=C(Nc1ccn(CCCN(CCCn2ccc(NC(=O)OCc3ccccc3)nc2=O)CCc2cc3ccccc3[nH]2)c(=O)n1)OCc1ccccc1	?	.	?
CN(Cc1ccon1)C(=O)C1CCC(=O)N(Cc2ccc(Cl)cc2)C1 (stereo not given)	3%	5%	1%
COc1ccc(NCc2nc3ccccc3n2C)cc1	-18%	6%	-11%
O=C(N/N=C/c1ccc(OC(=O)c2ccco2)cc1)c1ccc[n+]([O-])c1	-1%	.	-7%

Profiles from above.
Entry for CN(Cc1ccon1)C(=O)C1CCC(=O)N(Cc2ccc(Cl)cc2)C1 (stereo not given) : DT40 TDP1 no CPT = 3%; TDP1 inh = 5%; DT40 TDP1 CPT = 1%
Entry for CCCNC(=O)c1ccc(N2CCC3(CC2)CC(c2cccc(Br)c2)=NO3)c([N+](=O)[O-])c1 : DT40 TDP1 no CPT = 8.2µM*; TDP1 inh = .; DT40 TDP1 CPT = 6.5µM*
